Assay outcomes from PubChem.
Rpn11 inh – Rpn11 (human) deubiquitinase inhibition; human 26S proteasome, Ub4-pepOG fluorescence polarization; 20S core pre-blocked with epoxomicin; calls only at 20 µM; hit rate 0.59% among 360,000; AID 588493;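 active = inhibition at 20 µM, scaled to each plate's controls, above about 33%, limit read from the data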
SUMO1 PPI mod – SUMO1-SIM interaction modulation; SUMO1 binding to a labelled peptide, TR-FRET, 1 h; hit rate 0.33% among 360,000; AID 602429; inhibition, % at 20 µM; in the data active = inhibition above about 37%
Target sequence (P63165 whole entry, looked up): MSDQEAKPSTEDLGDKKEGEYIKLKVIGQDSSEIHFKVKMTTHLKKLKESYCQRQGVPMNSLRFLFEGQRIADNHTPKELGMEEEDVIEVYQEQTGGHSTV
DNMT1 block – DNMT1 (human) enzyme inhibition; DNMT1 molecular beacon, Hinp1I cleavage, fluorescence; inhibition (reported as % activation of signal), % at 10 µM; hit rate 0.83% among 360,000; AID 588458; in the data active = inhibition above about 50%
STEP inh – STEP (human) phosphatase inhibition | P54829 | recombinant STEP, OMFP fluorogenic substrate, fluorescence | inhibition, % at 20 µM | hit rate 0.25% among 360,000 | AID 588621;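 active = inhibition at 20 µM, scaled per plate between control wells, above about 37%, limit read from the data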;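 also: 0% = DMSO with enzyme and substrate and 100% = substrate only without enzyme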
Target sequence (P54829 whole entry, looked up): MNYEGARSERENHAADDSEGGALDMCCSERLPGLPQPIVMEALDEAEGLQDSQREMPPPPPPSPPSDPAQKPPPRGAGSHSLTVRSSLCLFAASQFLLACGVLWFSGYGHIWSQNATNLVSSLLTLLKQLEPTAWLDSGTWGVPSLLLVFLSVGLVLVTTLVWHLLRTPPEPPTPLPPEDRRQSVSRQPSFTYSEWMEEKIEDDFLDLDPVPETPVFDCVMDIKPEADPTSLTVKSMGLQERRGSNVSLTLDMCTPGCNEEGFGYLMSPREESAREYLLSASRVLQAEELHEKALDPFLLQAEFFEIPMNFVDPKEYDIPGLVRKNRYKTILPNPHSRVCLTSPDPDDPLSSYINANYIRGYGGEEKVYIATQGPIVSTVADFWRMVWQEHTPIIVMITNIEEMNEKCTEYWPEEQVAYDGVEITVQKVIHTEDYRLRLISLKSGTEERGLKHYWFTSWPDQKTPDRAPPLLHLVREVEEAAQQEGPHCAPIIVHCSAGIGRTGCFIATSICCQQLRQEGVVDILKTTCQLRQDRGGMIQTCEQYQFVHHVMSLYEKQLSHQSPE
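material = STEP tyrosine phosphatase | reagent = fluorogenic phosphatase substrate OMFP at 25 µM final | doses = single compound dose of 20 µM, 1% DMSO final | schedule = 20 min reaction, room temperature, in the dark | measured by = fluorescence, 480/540 nm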
LMPTP inh – blocks human LMPTP phosphatase. inhibition, % at 20 µM. recombinant LMPTP-A, OMFP fluorogenic substrate, fluorescence intensity. AID 651560. hit rate 0.22% among 360,000. P24666;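 active = compounds that cut the enzyme signal by at least half of the control window in the single-dose screen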;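 also: plate controls were DMSO wells with enzyme plus substrate for no effect and substrate without enzyme for full effect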
Target sequence (P24666 whole entry, looked up): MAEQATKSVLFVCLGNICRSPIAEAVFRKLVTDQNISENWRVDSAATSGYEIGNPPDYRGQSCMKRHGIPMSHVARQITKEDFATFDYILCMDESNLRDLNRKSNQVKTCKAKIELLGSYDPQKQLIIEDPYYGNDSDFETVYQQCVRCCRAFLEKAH
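Assay system: LMPTP-A, protein tyrosine phosphatase of low molecular weight / Medium: pH 6.0 Bis-Tris buffer with DTT and Triton X-100 / Schedule: 50 min enzyme reaction at room temperature, protected from light / Measured by: endpoint fluorescence intensity from OMFP dephosphorylation / Read-out basis: % inhibition relative to no-enzyme and uninhibited control wells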
CSN deneddyl inh – CSN deneddylation inhibition; inhibition, % at 12.5 µM; Q92905; hit rate 0.38% among 360,000; AID 651999; Purified CSN, SCF-Nedd8-OG deneddylation, fluorescence polarization;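 active = pattern-corrected inhibition above about 35%, with an unprinted fluorescence ratio check between 0.5 and 1.5, limit read from the data, passing the limit was not always enough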;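 also: 0% = enzyme with substrate and 100% = substrate without enzyme; some results filed as inactive read as strong as hits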
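Detection – fluorescence polarization · System – HEK293T-derived human Csn5 enzyme · Controls – substrate-only high control, full reaction low control · Timing – 90 min, room temperature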
Tb MetRS inh – blocks T. brucei methionyl-tRNA synthetase activity; purified T. brucei MetRS, ATP depletion, Kinase-Glo luminescence; inhibition, % at 11.9 µM; hit rate 0.4% among 360,000;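 active = inhibition above a per-plate cutoff of the control wells' mean inhibition plus 3 SD, cut at about 5.5% in these data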;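 also: 0% = DMSO wells median and 100% = median of wells with control inhibitor compound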
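Material: parasite MetRS enzyme / Replication: singlicate, one well per compound / Signal: luminescence of leftover ATP / Schedule: 2 h aminoacylation at 25 °C after 15 min preincubation / Medium: HEPES-MgCl2-KCl buffer plus DTT, spermine, BSA, pyrophosphatase / Doses: 11.9 µM single point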
PABP1 MLLE inh – inhibitors of microRNA-mediated deadenylation, human PABP1 MLLE binding; P11940; inhibition, % at 20 µM; GST-MLLE / FITC-PAM2 fluorescence polarization; hit rate 0.36% among 360,000; in the data active = inhibition above about 35%, passing the limit was not always enough;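 also: plate controls were DMSO wells with GST-MLLE for no effect and wells lacking GST-MLLE protein for full effect; some results filed as inactive read as strong as hits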
Scp1 inh – inhibitors of human Scp-1 phosphatase; Recombinant Scp1, phosphopeptide, malachite green phosphate absorbance; inhibition, % at 20 µM; hit rate 0.88% among 340,000; AID 493091;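 active = inhibition above about 50% at 20 µM, limit read from the data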;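 also: plate controls were DMSO wells with enzyme for no effect and wells lacking enzyme for full effect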
Target sequence (Q9GZU7 76-261 limits assumed): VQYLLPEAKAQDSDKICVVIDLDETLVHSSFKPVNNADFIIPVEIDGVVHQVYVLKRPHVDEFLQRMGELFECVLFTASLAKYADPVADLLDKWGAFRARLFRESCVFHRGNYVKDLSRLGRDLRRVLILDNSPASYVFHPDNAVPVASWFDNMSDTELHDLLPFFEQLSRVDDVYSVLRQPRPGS
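Test system: SCP-1 catalytic domain; Buffer or medium: Acidic Tris acetate buffer with magnesium and detergent; Also added: Phosphorylated 17-residue peptide substrate; Compound: single 20 µM dose, 1% DMSO; Schedule: enzyme reaction 45 min at room temperature, colour 5 min, stabilisation 30 min; Signal: Phosphate-binding colour reagent, absorbance read at 630 nm.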
NadD block – inhibitors of Staphylococcus aureus NadD; purified NadD enzyme, colorimetric absorbance read-out; hit rate 0.78% among 360,000; AID 602399; inhibition, % at 20 µM; in the data active = inhibition above about 26%; also: some compounds past the cut are filed as inactive
* marks the source's active call; other numbers are inactive results; i = inactive; / = no result given; + = active, no number.

SMILES	Rpn11 inh	SUMO1 PPI mod	DNMT1 block	STEP inh	LMPTP inh	CSN deneddyl inh	Tb MetRS inh	PABP1 MLLE inh	Scp1 inh	NadD block
COc1cc(OC)cc(C(=O)N[C@H](C(=O)NC2=NCCS2)C(C)C)c1	i	2	1	1	-1.2	2	-0.5	6	-6	0
Cc1ccc(/C=N/NC(=O)CN2CCN(Cc3ccccc3Cl)CC2)o1	i	-5	0	-1	-1.3	1	-0.2	6	-8	-5
Nc1cccc(-c2ccc(CO)o2)c1	i	-2	-16	-2	2.3	-2	-0.2	2	-8	0
COc1ccc(CCC(=O)O)c(O)c1	i	2	4	-1	1.7	6	-2.7	-2	53*	-3
CCc1nn(CC(=O)NCCN2CCN(C)CC2)c(=O)c2cc3c(OC)cccc3n12	i	-8	3	3	-1.7	6	0.1	-2	-9	-6
O=C1NC2(CCCc3ccccc32)C(=O)N1CCOc1ccc(Br)cc1 (centres undefined)	i	-5	0	1	0.0	2	0.2	-28	44	-4
CCCCc1nc2ccc(F)cc2cc1C	i	1	2	1	-1.8	-1	-0.7	6	/	0
CN[C@@H](C)C(=O)NC[C@H]1O[C@@H](n2cnc3c(=O)[nH]c(N)nc32)[C@H](O)[C@@H]1O	i	-1	0	0	-0.8	-6	0.1	1	/	-1
O=C1CSC(c2cccc([N+](=O)[O-])c2)N1CCc1ccccc1 (centres undefined)	i	-11	0	-1	-0.3	1	-1.0	7	-5	-9
COc1ccc(N2CCN(C(=O)NCc3ccc(C)cc3)CC2)cc1	i	4	0	2	-0.3	-2	-0.4	5	-2	1
CCOC(=O)CSc1nc(N2CCOCC2)c2c(c1C#N)CC(C)(C)OC2	i	-1	0	1	-0.6	3	0.2	7	-4	0
Cc1onc(-c2ccccc2)c1C(=O)NC(=S)NNC(=O)c1ccccc1O	i	13	1	-6	0.1	-1	-0.7	29	-16	-2
c1ccc2c(-c3csc(-c4ccncc4)n3)c[nH]c2c1	i	-27	-2	4	2.6	-3	-0.1	19	-7	-3
CCOC(=O)C1=C(CSc2nc(C)ccc2C#N)OC(N)=C(C#N)C1c1cccc(OC)c1OC (centres undefined)	i	35	-15	-4	0.2	1	-0.3	26	-6	0
CCC(OC(=O)CC1Sc2ccccc2NC1=O)C(=O)NCC1CCCO1 (centres undefined)	i	0	6	-1	-1.7	-2	-1.0	40*	10	2
Cc1cc(=O)[nH]c(N2CCN(Cc3ccccc3)CC2)n1	i	1	2	-2	0.9	4	0.2	22	-6	1
CC1Cc2ccccc2N1C(=O)COC(=O)CCc1nc2ccccc2c(=O)[nH]1 (centres undefined)	i	-2	-1	1	-0.7	2	-0.4	-6	-1	-1
COc1cc(/C=N/NC(=O)Cc2ccccc2)cc([N+](=O)[O-])c1O	i	-36	0	2	-1.6	0	-0.2	-9	-2	0
CCN(CC(=O)Nc1ccccc1C(F)(F)F)C(=O)c1ccc2c(=O)n3c(nc2c1)CCC3	i	-19	-3	1	-8.0	-1	-0.1	3	-11	3
COc1ccc(-c2oc3ccc(N4CCOCC4)cc3c2C#Cc2ccc(N)cc2)cc1	i	-1	-33	0	3.0	5	-0.3	-7	17	26
O=C(NCc1ccccc1)NC1CCCCC1	i	1	2	-2	-0.4	3	-0.2	-8	-1	4
CCN(CC)CCCOc1ccc(Cl)c(Cl)c1	i	1	1	1	-2.1	0	-0.7	4	2	7
COc1ccc(C2C3(C#N)C(N)=NC(OC)(OC)C23C#N)cc1 (centres undefined)	i	-6	-1	-3	1.0	2	0.2	0	-6	3
COc1ccc(-c2ccc(CCC(=O)O)n2NC(=O)c2ccc(C(C)(C)C)cc2)cc1	i	-1	1	0	-1.8	-3	-0.7	-7	-6	11
COc1ccc(C2=NN3C(C2)c2ccccc2OC3c2cccs2)cc1 (centres undefined)	+	-2	-9	5	1.3	9	-0.5	-46	-6	-3

Some of these compounds in order of molar mass, rising.
SMILES	Rpn11 inh	SUMO1 PPI mod	DNMT1 block	STEP inh	LMPTP inh	CSN deneddyl inh	Tb MetRS inh	PABP1 MLLE inh	Scp1 inh	NadD block
CCC(OC(=O)CC1Sc2ccccc2NC1=O)C(=O)NCC1CCCO1 (centres undefined)	i	0	6	-1	-1.7	-2	-1.0	40*	10	2
COc1ccc(-c2ccc(CCC(=O)O)n2NC(=O)c2ccc(C(C)(C)C)cc2)cc1	i	-1	1	0	-1.8	-3	-0.7	-7	-6	11
CCOC(=O)C1=C(CSc2nc(C)ccc2C#N)OC(N)=C(C#N)C1c1cccc(OC)c1OC (centres undefined)	i	35	-15	-4	0.2	1	-0.3	26	-6	0

Further compounds.
SMILES	Rpn11 inh	SUMO1 PPI mod	DNMT1 block	STEP inh	LMPTP inh	CSN deneddyl inh	Tb MetRS inh	PABP1 MLLE inh	Scp1 inh	NadD block
CN(C)c1ncnc(N(C)C)c1[N+](=O)[O-]	i	0	2	-4	-1.6	5	0.1	0	-5	-4
Cc1ccc(S(=O)(=O)Nc2cc(C(F)(F)F)ccc2N2CCOCC2)cc1C	i	-3	-4	1	1.8	-1	-1.2	4	0	-8
Cc1nc2ccccc2n1CC(=O)OCC(=O)NCCc1ccccc1	i	-1	2	0	-1.1	-2	0.1	-9	-5	-3
CN1CCN(C(=O)c2ccccc2NC(=O)c2cccc(Cl)c2)CC1	i	1	3	2	-1.2	4	0.0	15	-7	-5
COc1ccc(N(C(=O)CNC(=O)c2ccco2)C(C(=O)NC2CCCC2)c2ccncc2)cc1 (centres undefined)	i	1	-4	2	-0.9	-7	0.3	11	-7	-3
CCCSc1nc(C)cc(C)c1S(=O)(=O)c1ccccc1C	i	-3	31	4	2.6	2	-1.9	0	-7	12
COc1ccc(NC(=O)/C(=C/c2cccs2)NC(=O)c2ccco2)cc1	i	-9	-2	0	-0.2	0	-0.5	-13	-10	-1
COC(=O)c1cc(-c2ccc(OC)c(OC)c2)on1	i	3	-1	-3	1.0	-2	0.3	-5	-10	4
COc1cccc(-c2nnc(-c3ccc(C)o3)o2)c1	i	4	-2	2	-0.7	0	0.0	10	-5	-3
COCC(C)NC(=O)CSc1nnc(-c2cccc(S(=O)(=O)N3CCCCC3)c2)o1 (centres undefined)	i	2	5	-4	-1.8	-4	-1.0	2	4	-3
CC1Cc2nc(SCC(=O)Nc3ccc4c(c3)OCO4)n(Cc3ccccc3)c(=O)c2S1 (centres undefined)	i	-1	-9	-1	1.8	-3	0.3	-11	-5	8
Cc1nc(SCC(=O)c2cc(C)n(C3CC3)c2C)c2ccccc2n1	i	-3	0	1	0.3	-3	-0.1	7	/	-7
CCc1nc2c(OCCC3CCCCC3)cccn2c1N(C)C(=O)c1ccc(OC)cc1	i	10	-1	5	6.9	0	0.0	-11	/	3
CN(C)S(=O)(=O)c1ccc(C(=O)OCC(=O)Nc2ccc(OC(F)F)cc2)cc1	i	4	-3	3	-0.2	0	-0.3	-8	-4	-8
COC(=O)c1cccc(-n2c(=O)n(Cc3ccccc3)c(=O)c3[nH]cnc32)c1C	i	-3	2	2	-1.0	0	-1.4	23	4	-3
CN1CCN(S(=O)(=O)c2cccc(C(=O)NCc3ccc(Cl)cc3)c2)CC1	i	3	1	-4	-0.8	3	-0.1	9	-7	-4
CCCCc1c(O)nc(SCC(=O)Nc2ccc(C)cc2)n(-c2ccc(OC)cc2)c1=O	i	2	0	0	-0.2	4	0.3	18	-6	0
O=C(CSCc1ccccc1)Nc1ccccc1C(=O)Nc1ccc(C(=O)O)cc1	i	4	1	1	-0.7	1	-0.1	0	-12	-1
O=C(CSc1nc2ccccc2s1)CSc1nc2ccccc2s1	i	1	0	2	4.7	9	-0.4	0	-9	5
CCOC(=O)C1CCN(Cc2ccc(OC)c(C)c2OC)CC1	i	-6	3	8	-1.4	-1	-1.5	1	0	1
Cc1cc2nncn2c(Cc2ccccc2)n1	i	0	1	-3	-1.5	2	-1.1	-12	-14	-6
COc1ccc(Cl)cc1NC(=O)Cn1nnc(C(=O)NCCc2ccc(OC)c(OC)c2)c1N	i	2	-4	-4	0.4	0	0.7	10	-2	-9
Cc1cccc(N(C)S(=O)(=O)c2nnc(NC(=O)c3ccco3)s2)c1	i	5	2	3	0.1	-7	-0.5	-2	-13	-3
COc1cc(OC)cc(C(=O)N2CCN(c3ccc(N4CCOCC4)nn3)CC2)c1	i	-5	-3	1	0.4	-1	-0.2	0	-3	0
CC(=O)C1=C(c2ccccc2)NC(=O)NC1c1ccc(O)c(O)c1 (centres undefined)	i	-1	5	0	1.6	4	-0.1	14	-3	-3

Later entries
SMILES	Rpn11 inh	SUMO1 PPI mod	DNMT1 block	STEP inh	LMPTP inh	CSN deneddyl inh	Tb MetRS inh	PABP1 MLLE inh	Scp1 inh	NadD block
Cc1ccc(NC(=O)c2cccc(N3C(=O)C4C5C=CC(C5)C4C3=O)c2)cc1C (centres undefined)	i	-4	-1	2	0.8	-2	-0.3	9	-11	2
Cc1cc(C)c(C(=O)C2OC(=O)C(C)(C)C(=O)C2(C)C)c(C)c1 (centres undefined)	i	-4	1	2	-0.2	-2	-1.0	20	11	-4
Cc1ccc(NS(=O)(=O)c2ccc(-c3cnc(C4CC4)o3)cc2)cc1	i	-2	1	1	2.5	-1	-0.6	4	3	3
COc1cc(OC)c2c(-c3cccc(-c4ccc(C(C)=O)cc4)c3)cc(=O)oc2c1	i	0	-3	0	2.9	-3	-0.4	3	30	2
CC(/C=C1\SC(=S)N(CCC(=O)Nc2ccc(O)cc2)C1=O)=C\c1ccccc1	i	-5	-19	2	2.5	4	-0.3	-2	-7	21
CCC(C(=O)NC1CCCCCC1)n1nc(C)c2c(C)n(-c3ccccc3)nc2c1=O (centres undefined)	i	-3	1	-1	-1.0	13	-0.4	10	-2	5
CCCc1nc2oc3c(NCC(C)O)ncnc3c2c2c1CCCC2 (centres undefined)	i	4	-1	3	0.3	-1	-0.1	10	1	-5

Exported with bars between the fields: entries from further up.
SMILES | Rpn11 inh | SUMO1 PPI mod | DNMT1 block | STEP inh | LMPTP inh | CSN deneddyl inh | Tb MetRS inh | PABP1 MLLE inh | Scp1 inh | NadD block
Cc1cc(C)c(C(=O)C2OC(=O)C(C)(C)C(=O)C2(C)C)c(C)c1 (centres undefined) | i | -4 | 1 | 2 | -0.2 | -2 | -1.0 | 20 | 11 | -4
Cc1ccc(NS(=O)(=O)c2ccc(-c3cnc(C4CC4)o3)cc2)cc1 | i | -2 | 1 | 1 | 2.5 | -1 | -0.6 | 4 | 3 | 3
COc1cc(OC)c2c(-c3cccc(-c4ccc(C(C)=O)cc4)c3)cc(=O)oc2c1 | i | 0 | -3 | 0 | 2.9 | -3 | -0.4 | 3 | 30 | 2
